# Pf gametocyte: inhibitors of late stage P. falciparum gametocyte viability; P. falciparum stage V gametocytes, ATP luminescence, 24 h; inhibition, % at 10.9 µM; 150,000 tested, 0.065% active;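 active means inhibition above the mean plus 3 SD of compounds within the control limits, set per campaign, cut at about 38% in these data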;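 further: 0% = DMSO wells and 100% = medium only without gametocytes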
# Rab7 wt modul: alters GTP binding to wildtype dog Rab7. GST-Rab7 beads, fluorescent GTP binding, flow cytometry; actives lie on both sides; untreated = 100%, excess cold GTP = 0%. GTP binding activity (percent of control), % at 10 µM. 190,000 tested, 0.055% active;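 active means fluorescent GTP binding to Rab7 beads changed by at least 20 points from the 100% baseline, either direction, mostly lower; inconclusive means compound itself probably fluorescent, or too few beads counted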;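 further: median green fluorescence of bound Bodipy-FL-GTP per Rab7 bead population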
# ABCB1 inh: blocks JC-1 efflux by human ABCB1 transporter; P08183; CCRF-Adr cells, flow cytometry; inhibition, % at 6.6 µM; 190,000 tested, 0.067% active; in the data active means inhibition above about 40%;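 further: 0% = vehicle and 100% = reference inhibitor; higher value means more JC-1 retained so stronger ABCB1 efflux block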
# Rac1 mut GTP: human Rac1 activated mutant GTP binding change; AID 764; P63000; 190,000 tested, 0.11% active; percent activity (GTP binding), % at 10 µM; GST-Rac1 activated beads, fluorescent GTP binding, flow cytometry; actives lie on both sides; 100% means binding = to untreated wells;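 active means GTP binding at least 20 percentage points away from the 100% baseline, in either direction, so actives lie on both sides; inconclusive means Compound likely fluorescent itself, or too few beads counted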
# Rab2A wt mod: changes GTP binding to wildtype dog Rab2A, up or down | P61105 | 190,000 tested, 0.19% active | GTP binding activity, % at 10 µM | GST-Rab2 wt beads, Bodipy-GTP binding, flow cytometry;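 active means GTP binding activity at least 20 points away from 100%, either lowered or raised; inconclusive means signal likely due to the compound's own green fluorescence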;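 further: 0% = beads with excess unlabeled GTP and 100% = no-compound control corrected for plate trend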
# HRas wt GTP bind: modulators of GTP binding to human HRas wildtype | GST-Ras wt beads, Bodipy-FL-GTP binding, flow cytometry; actives lie on both sides | 190,000 tested, 0.14% active | GTP binding activity, % at 10 µM | P01112;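 active means GTP binding activity at least 20% away from the 100% baseline, either lowered as inhibitor or raised as activator; inconclusive means flagged as likely green fluorescent, judged across all proteins in the well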;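 further: 0% = unlabeled GTP competition control and 100% = no-compound control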
# Target sequence (P01112 whole entry, looked up): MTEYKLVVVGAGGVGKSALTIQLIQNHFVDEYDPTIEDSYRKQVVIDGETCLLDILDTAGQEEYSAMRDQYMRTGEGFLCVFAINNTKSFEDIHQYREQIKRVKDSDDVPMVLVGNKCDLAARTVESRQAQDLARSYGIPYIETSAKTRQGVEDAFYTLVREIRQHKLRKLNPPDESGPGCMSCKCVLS
# Cdc42 wt GTP: human Cdc42 wildtype GTP binding change, either direction; P60953; GST-Cdc42 beads, Bodipy-GTP binding, flow cytometry; actives lie on both sides; percent activity (GTP binding), % at 10 µM; 190,000 tested, 0.2% active;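 active means percent activity GTP binding at least 20 points away from the 100% baseline, either down as inhibitor or up as activator; inconclusive means compound flagged as likely green fluorescent from well-wide comparison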;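 further: median bead fluorescence of bound Bodipy-FL-GTP at 100 nM; 0% = excess unlabeled GTP control and 100% = no compound control; below 100% means less GTP binding so inhibitor and above means activator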
# Target sequence (P60953 whole entry, looked up): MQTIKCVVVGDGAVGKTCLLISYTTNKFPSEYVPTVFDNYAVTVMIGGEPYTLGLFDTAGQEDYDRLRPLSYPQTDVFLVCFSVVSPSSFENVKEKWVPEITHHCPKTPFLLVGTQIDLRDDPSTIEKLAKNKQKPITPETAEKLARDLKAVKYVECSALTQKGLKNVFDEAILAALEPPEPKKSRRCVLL
# ABCG2 block: blocks JC-1 efflux by human ABCG2 transporter; 190,000 tested, 0.1% active; inhibition, % at 6.6 µM; AID 1325; IgMXP3 cells, flow cytometry; Q9UNQ0;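 active means inhibition above 80%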;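 further: 0% = DMSO and 100% = nicardipine control wells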
# Target sequence (Q9UNQ0 whole entry, looked up): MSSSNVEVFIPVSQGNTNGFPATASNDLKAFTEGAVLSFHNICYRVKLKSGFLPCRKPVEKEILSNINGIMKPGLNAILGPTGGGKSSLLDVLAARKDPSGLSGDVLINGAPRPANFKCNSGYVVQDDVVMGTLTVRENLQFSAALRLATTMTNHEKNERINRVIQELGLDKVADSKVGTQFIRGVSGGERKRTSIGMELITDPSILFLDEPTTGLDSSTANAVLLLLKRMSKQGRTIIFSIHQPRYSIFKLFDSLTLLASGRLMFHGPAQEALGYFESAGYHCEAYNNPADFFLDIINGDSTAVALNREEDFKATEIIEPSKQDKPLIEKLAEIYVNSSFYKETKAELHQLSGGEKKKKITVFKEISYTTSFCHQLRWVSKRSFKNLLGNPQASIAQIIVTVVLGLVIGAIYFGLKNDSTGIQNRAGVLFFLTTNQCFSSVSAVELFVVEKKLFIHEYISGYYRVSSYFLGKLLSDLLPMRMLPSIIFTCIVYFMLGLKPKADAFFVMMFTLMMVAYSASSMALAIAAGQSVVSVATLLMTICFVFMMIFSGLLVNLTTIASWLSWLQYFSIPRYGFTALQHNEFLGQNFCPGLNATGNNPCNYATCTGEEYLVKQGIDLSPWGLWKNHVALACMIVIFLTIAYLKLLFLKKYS
#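 Incubation: cells with compound and JC-1, 10 min at 25 °C, rotating, no wash / Test system: IgMXP3 (ABCG2) plus far-red-tagged CCRF-Adr (ABCB1) cells / Compound dosing: one concentration, 6.6 µM final / Also added: JC-1 fluorescent substrate / Evaluation: efflux inhibition in percent versus controls / Detection: flow cytometry, 530 nm JC-1 signal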
# GSH fluor: GSH bead compound fluorescence profile; GSH beads flow cytometry, compound fluorescence 488/530 nm; stronger effect = higher value; fluorescence (KMESF) at 10 µM; 190,000 tested, 0.25% active; in the data active means fluorescence above about 89;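 further: glutathione beads carrying GST-tagged Bcl family fusion proteins plus one bare bead set; values are compound well signal with DMSO vehicle wells as background; inactives centre near 16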
# Rac1 wt modul: human Rac1 wildtype GTP binding, inhibitors and activators. P63000. GST-Rac1 beads, fluorescent GTP binding, flow cytometry; actives lie on both sides; 0 = cold GTP competed, 100 = untreated. GTP binding activity (% of control), % at 10 µM. 190,000 tested, 0.27% active. AID 757;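 active means GTP binding activity at least 20 points away from the 100% control level, either lower or higher; inconclusive means compound flagged as likely green fluorescent, judged across all proteins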
# Avidin bead fluor: compound fluoresces at 488/530 nm on avidin beads. compound fluorescence 488/530 nm, flow cytometry; stronger effect = higher value. fluorescence (KMESF) at 10 µM. 220,000 tested, 0.38% active. AID 1775; in the data active means fluorescence above about 47; further: inactives centre near 10
# An asterisk follows results filed as active; ? = inconclusive; . = not tested or not shown. The order is random; any-hit rate near 1.1%.
molecule	Pf gametocyte	Rab7 wt modul	ABCB1 inh	Rac1 mut GTP	Rab2A wt mod	HRas wt GTP bind	Cdc42 wt GTP	ABCG2 block	GSH fluor	Rac1 wt modul	Avidin bead fluor
CC(NC(=O)c1cccs1)c1nnc(SCc2ccc(Cl)cc2Cl)n1C (stereo not given)	-6	97	1.0	99	100	98	103	10	14	102	22
COc1ccc2c(-c3ccccc3)cc(N3CCOCC3)nc2c1	.	98	0.4	96	96	98	98	3	13	96	39
COc1ccc(CCN(Cc2cccs2)S(=O)(=O)c2ccc(-n3cnnn3)c(OC)c2)cc1OC	-11	102	1.4	93	97	98	95	2	36	100	6
C/C(=N\NC(=O)C1CC1)c1cccs1	.	104	0.1	104	101	102	103	3	10	102	5
O=C(N/N=C/c1cc2ccccc2nc1Cl)[C@H]1C[C@@H]1c1ccccc1	8	99	0.8	96	94	96	99	-4	10	96	13
CCOC(=O)N1CCN(S(=O)(=O)c2ccc(OC)c(OC)c2)CC1	0	103	1.4	101	104	104	103	1	30	105	8
Cc1cc(C(=O)O)sc1C	-8	95	0.1	97	99	98	100	1	16	104	15
COc1ccc(NC(=O)CN2CCN(CC(=O)Nc3ccccc3F)CC2)cc1OC	0	100	1.3	101	100	103	104	30	19	110	27
Cc1snc2sc(C(=O)c3ccc(Br)cc3)c(N)c12	9	99	-0.2	100	99	98	100	1	5	101	9
COC(=O)c1c[nH]c(=O)c2ccccc12	4	96	0.6	96	96	95	99	2	13	97	13
O=C(NCc1ccc(-c2nc3ccccc3s2)cc1)c1ccc(Br)o1	.	99	-0.4	97	99	101	101	5	10	101	11
O=C(/C=C/c1cccc([N+](=O)[O-])c1)OCC(=O)c1ccccc1	.	98	-0.1	96	94	101	96	0	11	106	22
CN(C)c1ccc(C(=S)N2CCOCC2)cc1Br	10	92	0.1	93	90	94	92	1	16	91	24
Cc1ccc(S(=O)(=O)c2nc(C)c3c(n2)CCC3)cc1	.	98	0.4	95	96	94	91	2	34	94	4
CSc1c(-c2ccccc2)nc2ccc(Cl)cc2c1C(=O)O	5	102	0.0	95	99	101	102	0	4	102	14
Cc1cc(C)cc(NS(=O)(=O)c2ccc(NC(=O)C3CCCCC3C(=O)O)cc2)c1 (stereo not given)	-11	98	0.0	100	100	103	101	-2	5	104	11
Cc1ccnc2nc(C(=O)N3CCN(c4ccc(F)cc4)CC3)nn12	-1	94	0.0	94	97	96	99	1	249*	96	5
CCN1/C(=C2/OC(=S)N(C)C2=O)Sc2ccccc21	.	102	0.3	102	102	104	103	43	25	105	24
O=C(Nc1nc2ccccc2[nH]1)C1CC(=O)N(c2ccc3c(c2)OCCO3)C1 (stereo not given)	2	99	0.3	99	101	99	103	2	26	99	11
COC(=O)c1ccccc1S(=O)(=O)N(CCCN1CCOCC1)Cc1cccs1	.	100	1.3	98	96	96	96	-3	22	98	30

# The results go on:
molecule	Pf gametocyte	Rab7 wt modul	ABCB1 inh	Rac1 mut GTP	Rab2A wt mod	HRas wt GTP bind	Cdc42 wt GTP	ABCG2 block	GSH fluor	Rac1 wt modul	Avidin bead fluor
COc1cccc2c(=S)c(CCC(C)=O)c(C)[nH]c12	12	100	-0.9	98	100	99	103	-2	10	103	9
Cc1cc(C)cc(OCCCC(=O)O)c1	-9	101	-0.2	98	100	102	104	-1	43	106	9
CC(C)SC1=NC(C)(C)C=C(/C=C/c2c(Cl)cccc2Cl)N1	.	100	0.6	103	103	102	100	8	28	105	11
CCn1cc(Br)c(C(=O)Nc2ccc(F)c(Cl)c2)n1	.	97	0.3	98	97	96	99	63	26	103	25
CSc1ccc(/C=N/NC(=O)CNc2cccc3ccccc23)cc1	-5	99	-0.9	99	97	99	101	22	11	102	27
COc1ccc2nc(SCC(N)=O)[nH]c2c1	6	96	0.7	102	100	102	103	0	21	106	15
COc1ccc(-n2c(COc3ccc4c(c3)OCO4)nnc2SCC(=O)O)cc1	-9	93	-0.1	94	101	98	103	0	14	96	10
CC(C)(C)c1ccc(S(=O)(=O)NC(Cc2ccccc2)C(=O)O)cc1 (stereo not given)	.	95	0.8	92	93	98	98	6	35	97	11
CCOC(=O)/C(=N\Nc1ccccc1)c1csc(Nc2ccc(C)cc2)n1	.	97	-1.8	99	101	99	102	38	32	101	13
Cc1ccc(C(=O)NCCNC(=O)CN2CCCC2)cc1	.	103	0.1	102	102	104	107	0	16	108	4
CCOC(=O)N1CCN(C(=O)CSc2ncccn2)CC1	-13	103	0.7	99	102	102	101	5	14	100	7
Cc1cccc(NS(=O)(=O)c2ccc(NC(=O)CN(c3cc([N+](=O)[O-])ccc3C)S(C)(=O)=O)cc2)c1	-32	99	-2.9	99	100	99	103	-10	14	104	1
CC(=O)c1cnn(-c2cc(Oc3cccc(C)c3)ncn2)c1C	.	95	-0.1	95	97	97	98	7	35	98	13
Cc1ccccc1OCc1nc2ccccc2c(=O)n1/N=C/c1cn[nH]c1-c1ccccc1	.	98	8.7	99	101	103	99	16	13	102	5
O=C(c1ccc2c(=O)n(C3CCCC3)c(=S)[nH]c2c1)N1CCc2ccccc21	4	90	0.3	86	88	90	89	2	11	87	39
CC(C)c1[nH]nc2c1C(c1ccc(OC(=O)c3ccco3)cc1)C(C#N)=C(N)O2 (stereo not given)	9	103	0.2	99	99	101	103	21	24	108	10
O=C(Nc1ccc2c(c1)oc1ccccc12)c1cccnc1	17	101	0.3	99	100	98	98	5	26	101	4
C/C(=N\Nc1nc2ccccc2[nH]1)c1cc2ccccc2o1	16	100	0.2	100	101	99	98	0	20	101	16
O=C(Nc1ccc(Cl)cc1)N(C1=NCCC1)c1ccc(OC(F)F)cc1	.	96	-0.2	98	98	97	100	0	11	101	36
CCOc1cc(N2CCOCC2)c(OCC)cc1NC(=O)c1cccc(N(C)C)c1	6	103	1.1	98	99	101	98	4	12	102	12

# Following part.
molecule	Pf gametocyte	Rab7 wt modul	ABCB1 inh	Rac1 mut GTP	Rab2A wt mod	HRas wt GTP bind	Cdc42 wt GTP	ABCG2 block	GSH fluor	Rac1 wt modul	Avidin bead fluor
Cc1cc(NC(=O)CSc2nnc(-c3c[nH]c4ccccc34)n2C)no1	.	94	2.3	95	94	94	92	7	18	94	7
Cn1c(CN2CCOCC2)nnc1SCC(=O)NC1CCCCC1	-2	98	0.9	102	101	101	102	17	19	110	33
CC(c1ccccn1)N(CCN(C)C)C(=S)Nc1ccccc1F (stereo not given)	.	100	0.4	97	100	101	100	2	35	101	8
Cc1cccc(C(=O)N(c2ccccn2)C(C)c2ccco2)c1 (stereo not given)	-80	?	0.3	?	?	?	?	3	7	?	19
O=C(Nc1ccc2c(c1)OCO2)Nc1ccc(Br)cn1	8	103	0.8	101	107	108	105	4	16	103	11
O=C(NC1CCCC1)C1CC(=O)N(CCc2ccccc2)C1 (stereo not given)	.	100	0.1	93	96	98	98	1	38	94	21
CN(c1ccc(C(=O)Nc2ccccn2)cc1)S(=O)(=O)c1ccccc1	.	91	2.3	96	95	94	94	3	10	96	10
COC(=O)c1cc(Cl)c(NC(=O)/C=C/c2ccc(OC)c(OC)c2)cc1OC	.	100	2.1	100	98	99	99	34	25	104	32
Cc1[nH]c2ccccc2c1C(c1ccncc1)N1CCN(c2ccccn2)CC1 (stereo not given)	-11	97	0.9	97	97	96	97	3	15	99	9
O=C1S/C(=C\c2ccccn2)C(=O)N1Cc1ccccc1F	-23	96	0.0	95	97	99	97	1	6	100	2
COc1ccc(-c2nc(O)c3cnccn23)cc1	.	101	0.1	95	97	99	103	11	18	101	7
CCCNC(=O)c1sc2c(c1C(=O)Nc1ccccn1)CCCC2	-5	99	2.9	96	97	99	96	10	12	98	25
CC(C)C[C@@H](N)c1nnc(SCC(=O)c2ccc(Cl)cc2)o1	-16	99	1.4	97	99	99	99	23	35	102	15
COc1ccc(N2C(=O)C(Cl)=C(Nc3ccccc3OC)C2=O)cc1	-28	93	0.3	97	95	98	97	2	21	101	6
COc1ccc(-c2ccc(=O)n(CC(=O)Nc3ccc(C(=O)NC4CC4)cc3)n2)cc1OC	.	103	0.1	103	105	105	106	0	13	107	36
O=C(c1ccccc1)N1CCN(c2ccccc2F)CC1	-59	103	0.4	100	102	102	103	1	41	106	15
O=C(CNC(=O)c1cccs1)c1ccc([N+](=O)[O-])cc1	-1	99	-0.5	98	100	100	100	-2	9	103	3
O=S(=O)(Cc1cc(Cl)nc(-c2ccncc2)n1)c1ccccc1	-23	101	0.9	97	96	97	95	7	10	98	6
CCOC(=O)C1(CCOC)CCN(C(=O)c2ccccc2-c2cccc(C)c2)CC1	9	96	-1.1	94	96	97	100	-1	15	97	12
O=C(COc1ccccc1)NCc1ccc(-n2cccc2)cc1	-27	96	4.2	95	96	96	98	17	13	100	11

# The list goes on:
molecule	Pf gametocyte	Rab7 wt modul	ABCB1 inh	Rac1 mut GTP	Rab2A wt mod	HRas wt GTP bind	Cdc42 wt GTP	ABCG2 block	GSH fluor	Rac1 wt modul	Avidin bead fluor
Cn1c(Cn2cnc3ccccc32)nnc1SCC(=O)CC(=O)Nc1ccccc1	16	99	-0.9	100	102	101	102	-2	15	106	6
Cc1cccc(N2CCN(C(=O)C3CCN(S(=O)(=O)c4cccnc4)CC3)CC2)c1C	.	101	1.3	96	99	100	101	2	27	100	6
Nc1c(C(=O)Nc2ccccc2)sc2nc3c(c(-c4ccco4)c12)CCC3	.	101	-0.4	99	100	99	100	-6	21	108	19
COc1ccc(NC(C)=O)cc1NC(=O)CSc1nc2ncccc2[nH]1	-2	96	0.3	99	98	99	101	1	31	102	10
Cc1csc(NC(=O)C2CCCN2C(=O)OCC(C)C)n1 (stereo not given)	.	100	0.3	98	101	103	104	1	30	103	11
O=S(=O)(Nc1cccc(C(F)(F)F)c1)c1cccnc1	-2	96	0.0	99	97	99	98	0	79	101	12
NS(=O)(=O)c1cccc(NS(=O)(=O)c2ccc(/C=C/C(=O)OCC(=O)c3ccccc3)cc2)c1	-22	103	-0.9	93	97	97	90	-3	18	93	10
Cc1ccc(C(=O)N/C(=C/c2ccco2)C(=O)O)cc1	-11	99	0.3	97	97	100	101	12	11	101	25
COc1ccccc1NC(=O)N1CCN(c2ccc(F)cc2)CC1	.	99	0.5	100	100	102	101	3	19	105	26
COc1ccc(NC(=O)NC23CC4(C)CC(C)(CC(C)(C4)C2)C3)cc1	-1	101	0.4	98	98	98	99	9	20	102	16
Cc1cc(OC(=O)c2ccco2)c(Sc2ccccc2[N+](=O)[O-])c(=O)o1	.	97	-0.1	96	95	97	95	2	11	100	21

# Source: PubChem (several laboratories)
